Assay outcomes from PubChem.
GRK2 inh: blocks RNA aptamer binding to human GRK2; P25098; bead flow cytometry, FAM-aptamer displacement from GRK2; inhibition of aptamer binding, % at 10 µM; actives 0.59% (n = 330,000); AID 488847;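 active = inhibition of aptamer binding above 40%, roughly 3 SD of noise, on plates passing a quality check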;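 also: median bead fluorescence of bound FAM aptamer so fluorescent compounds give negative values; no value below 0 was filed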
MEX-5 binding: C. elegans MEX-5 TCR-2 RNA binding activity. AID 1832. MEX-5/FITC-TCR2 RNA binding, fluorescence polarization; hits give low values. actives 0.38% (n = 300,000). Q9XUB2. activity score (negative = inhibition of binding), % at 10 µM;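 active = inhibition past about -25% in most replicates, and total fluorescence under double the plate's negative control median, limit read from the data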;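 also: 0% = DMSO and -100% = 5 µM competing unlabeled TCR2 RNA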
MCL1-BIM inh: inhibitors of human MCL1 binding to BIM-BH3 peptide; Q07820; GST-MCL1 / FITC-Bim-BH3 fluorescence polarization; inhibition, % at 10.9 µM; actives 0.68% (n = 320,000); AID 2057;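 active = inhibition above the mean inhibition of all tested compounds plus 3 SD, set per campaign, cut at about 40% in these data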;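 also: 0% = DMSO wells and 100% = unlabeled Bim-BH3 peptide control; higher means more loss of mP so more displacement of Bim peptide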
Target sequence (Q07820 whole entry, looked up): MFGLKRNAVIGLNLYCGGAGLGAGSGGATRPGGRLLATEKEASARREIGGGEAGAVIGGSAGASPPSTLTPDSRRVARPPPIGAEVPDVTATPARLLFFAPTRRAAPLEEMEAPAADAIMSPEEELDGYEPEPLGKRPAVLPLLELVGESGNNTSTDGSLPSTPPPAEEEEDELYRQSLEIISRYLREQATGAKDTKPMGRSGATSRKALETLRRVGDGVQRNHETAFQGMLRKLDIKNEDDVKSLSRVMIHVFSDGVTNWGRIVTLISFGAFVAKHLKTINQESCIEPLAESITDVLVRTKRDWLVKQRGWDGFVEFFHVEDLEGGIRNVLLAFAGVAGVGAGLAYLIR
GLD-1 TGE inh: GLD-1-TGE RNA interaction inhibition (C. elegans); purified GLD-1 + fluorescein TGE RNA, fluorescence polarization; inhibition, % at 5.96 µM; actives 0.44% (n = 320,000); AID 2280;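 active = percent inhibition above a per-plate cutoff, the plate mean of test compounds plus 3 SD, cut at about 30% in these data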;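 also: 0% = DMSO wells with GLD-1 and probe and 100% = wells lacking GLD-1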
Target sequence (Q17339 whole entry, looked up): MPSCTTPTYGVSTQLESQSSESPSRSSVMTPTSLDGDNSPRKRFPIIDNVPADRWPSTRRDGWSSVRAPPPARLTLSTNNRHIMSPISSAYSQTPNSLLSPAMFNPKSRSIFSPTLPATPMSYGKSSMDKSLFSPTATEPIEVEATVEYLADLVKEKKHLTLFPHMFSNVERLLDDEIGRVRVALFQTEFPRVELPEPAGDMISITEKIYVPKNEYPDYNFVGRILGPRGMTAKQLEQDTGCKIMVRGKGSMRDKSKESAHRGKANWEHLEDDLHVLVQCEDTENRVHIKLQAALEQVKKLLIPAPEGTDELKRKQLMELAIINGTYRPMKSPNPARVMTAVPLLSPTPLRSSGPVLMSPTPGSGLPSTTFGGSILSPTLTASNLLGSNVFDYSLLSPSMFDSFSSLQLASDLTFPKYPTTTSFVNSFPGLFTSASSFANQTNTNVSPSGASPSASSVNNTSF
VLA-4 inh: inhibition in a human VLA-4 binding assay; VLA-4 expressing cells, ligand binding flow cytometry; inhibition, % (about 7 µM as worked out from the volumes in the protocol); P13612; actives 0.2% (n = 330,000); in the data active = inhibition above about 50%
Fam108B counter: Fam108B inhibition, counter-screen for RBBP9 inhibitors | recombinant Fam108B, FP-Rh probe fluorescence polarization | inhibition, % at 9.51 µM | actives 0.33% (n = 300,000) | AID 1947;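 active = inhibition above the screen mean inhibition plus 3 SD, computed separately per campaign, cut at about 18% in these data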;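 also: inhibitors lower polarization as less probe binds the enzyme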
PME-1 inh: PME-1 (human) inhibition; recombinant PME-1, FP-Rh probe fluorescence polarization; inhibition, % at 5.9 µM; AID 2130; actives 0.53% (n = 320,000); Q9Y570;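 active = inhibition above the campaign mean of all compounds plus 3 SD, cut at about 26% in these data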;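 also: competitive labeling of PME-1 active site by serine hydrolase directed probe; 0% = PME-1 with DMSO and 100% = wells lacking PME-1 enzyme; inhibitors block probe labeling so polarization falls and inhibition rises; many of its hits are not listed in these tables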
Efflux pump mplx: blocks antifungal efflux pumps in multiplex yeast assay; S. cerevisiae Candida pump triplex, Nile Red efflux; inhibition, % at 10 µM; actives 0.44% (n = 330,000); AID 485275;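 active = plate passing quality check with inhibition over a set limit, or well fluorescence over plate mean plus 4 SD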;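 also: Nile Red retained in pooled yeast measured as flow cytometry median fluorescence; 0% = buffer negative control and 100% = Enniatin B positive control; higher means more Nile Red kept so more efflux inhibition; some compounds called inactive have numbers as strong as hits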
BCLXL inh: inhibitors of human Bcl-xL | inhibition, % at 10.9 µM | GST-Bcl-xL / FITC-Bim BH3 peptide fluorescence polarization | actives 0.7% (n = 320,000);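 active = inhibition above the mean of all tested compounds plus 3 SD, cutoff set per campaign, cut at about 30% in these data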;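 also: 0% = DMSO wells and 100% = unlabeled Bim-BH3 peptide competitor; inhibitors lower millipolarization by displacing the labeled peptide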
Target sequence (Q07817 whole entry, looked up): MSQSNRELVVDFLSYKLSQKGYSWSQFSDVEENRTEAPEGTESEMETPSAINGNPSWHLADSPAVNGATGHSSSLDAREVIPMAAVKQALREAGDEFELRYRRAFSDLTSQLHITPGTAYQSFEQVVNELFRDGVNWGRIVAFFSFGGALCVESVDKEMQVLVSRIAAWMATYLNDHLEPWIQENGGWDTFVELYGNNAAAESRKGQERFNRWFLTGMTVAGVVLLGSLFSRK
Starred values were filed as active, the others as inactive; nt = no result given.

compound,GRK2 inh,MEX-5 binding,MCL1-BIM inh,GLD-1 TGE inh,VLA-4 inh,Fam108B counter,PME-1 inh,Efflux pump mplx,BCLXL inh
COc1ccccc1C(=O)N1CCN(S(=O)(=O)Cc2ccccc2)CC1,0,1.2,2,10,-4,-1,-3,0.0,4
CCOc1ccc2ncc(S(=O)(=O)c3ccccc3)c(N3CCN(c4ccccc4)CC3)c2c1,1,0.8,2,3,-13,-3,-6,0.0,6
Cc1ccc(F)cc1NC(=O)COC(=O)c1ccc2ncsc2c1,0,nt,-13,2,15,nt,-2,0.1,-5
CCN(CC)CCCC(C)NC1=NCCCCC1 (stereo not drawn),0,-3.3,0,-4,1,-1,-3,0.0,2
COc1ccc(CN(C)C(=O)c2ccc(NS(=O)(=O)c3ccc4[nH]c(=O)[nH]c4c3)cc2)c(OC)c1,3,-0.9,-1,-2,-9,0,3,-0.1,3
Cc1cc(NC(=O)c2ccc3c(c2)OCCO3)ccc1NC(=O)c1ccco1,4,1.6,-5,-7,9,-4,1,-0.2,4
CCOC(=O)C1CCCN(c2c(NCCN3CCCCC3CC)c(=O)c2=O)C1 (stereo not drawn),1,2.2,-1,-6,-9,2,9,0.2,4
O=C(Nc1ccccc1)c1ccc(NC(=O)c2cccs2)cc1,29,-0.2,-2,-3,-3,-4,-3,0.3,-2
Cc1ccc(C(=O)OCc2cn3ccccc3n2)cc1,0,3.3,5,-5,-6,3,-1,0.1,13
O=C(NCC1CCOCC1)C1CCC(=O)N(Cc2cccc(C(F)(F)F)c2)C1 (stereo not drawn),1,-0.7,3,8,6,4,6,-0.1,1
CCN(c1ccccc1)S(=O)(=O)c1cccc(C(=O)NCC(c2cccs2)N2CCOCC2)c1 (stereo not drawn),0,-0.3,1,-2,-4,0,2,0.2,4
COc1ccc(/C=C/C(=O)Oc2ccc(/C=N/NC(=O)c3ccccc3)cc2)cc1OC,0,0.6,-5,2,11,-9,-6,-0.2,6
Cn1c(N)c(C(=O)COC(=O)CCCN2C(=O)c3ccccc3C2=O)c(=O)n(C)c1=O,93*,0.2,1,-1,4,0,3,-0.1,8
O=C(Nc1cccnc1)c1ccc2ccccc2c1O,4,-3.2,13,0,-9,5,-2,-0.2,3
CN(CC(=O)Nc1ccc(Cl)cc1)C(=O)CCNC(=O)c1ccc(Cl)cc1,0,nt,-16,6,-9,nt,5,0.2,-12
CCOc1ccc(NC(=O)C(C)Sc2nnc(C)n2C)cc1 (stereo not drawn),1,-0.4,4,3,-30,1,-1,-0.2,3
COc1ccc(C)cc1N(C(=O)c1ccco1)C(C(=O)NC1CCCC1)c1ccc(N2CCOCC2)cc1 (stereo not drawn),0,-1.9,5,3,-9,-8,-7,0.0,2
O=C(NCc1ccco1)c1cc(S(=O)(=O)N2CCCc3ccccc32)ccc1Cl,8,-4.1,-17,-2,14,-7,2,0.0,-4
Cc1cc(=O)[nH]c(SCC(=O)Nc2nonc2C)n1,2,0.5,-3,6,-9,2,-1,0.0,-2
CCOCCCN1C(=O)CN(C2CCCCC2)C(=O)C1c1ccc(OC)c(OC)c1 (stereo not drawn),0,1.2,3,2,2,-2,-5,0.0,3
CCSCCNC(=O)c1cc(-n2cnnc2)ccc1Cl,1,0.7,-21,0,-3,2,6,0.0,-19
CC1(C)NC(=O)N(CC(=O)OCC(=O)Nc2cc(S(=O)(=O)N3CCCCC3)ccc2Cl)C1=O,2,-0.9,-27,7,5,3,10,0.2,-7
Nc1cc(=O)[nH]c(SCC(=O)N2N=C(c3ccc4ccccc4c3)CC2c2ccccc2)n1 (stereo not drawn),0,-0.3,-1,1,-22,-8,-14,0.1,-3
COc1ccc(-c2csc(NC3=NCCCCC3)n2)cc1,0,-0.9,11,3,0,1,1,0.0,5

Next part (3 carried over from the part before).
compound,GRK2 inh,MEX-5 binding,MCL1-BIM inh,GLD-1 TGE inh,VLA-4 inh,Fam108B counter,PME-1 inh,Efflux pump mplx,BCLXL inh
CC1(C)NC(=O)N(CC(=O)OCC(=O)Nc2cc(S(=O)(=O)N3CCCCC3)ccc2Cl)C1=O,2,-0.9,-27,7,5,3,10,0.2,-7
Nc1cc(=O)[nH]c(SCC(=O)N2N=C(c3ccc4ccccc4c3)CC2c2ccccc2)n1 (stereo not drawn),0,-0.3,-1,1,-22,-8,-14,0.1,-3
COc1ccc(-c2csc(NC3=NCCCCC3)n2)cc1,0,-0.9,11,3,0,1,1,0.0,5
CC(=O)Nc1ccc(S(=O)(=O)Nc2nnc(C3CCCCC3)s2)cc1,3,0.5,-3,-10,2,-1,5,0.4,3
CC(C)CC(=O)Nc1ccccc1N1CCCC1,19,0.6,1,-9,26,8,1,0.4,1
Cc1nc(-c2ccc(Cl)cc2)sc1C1(C)CC(c2ccc(OC(F)(F)F)cc2)=NO1 (stereo not drawn),0,-2.0,6,1,21,-2,-5,-0.1,6
CCOC(=O)N1CCN(S(=O)(=O)N2CCCC(C(=O)NCCCN3CCC(C)CC3)C2)CC1 (stereo not drawn),1,1.6,7,10,11,-1,1,-0.1,8
O=C(C1CCN(c2nc3nonc3nc2N2CCCCC2)CC1)N1CCOCC1,8,0.3,3,-2,4,0,2,0.0,3
COc1ccc(/C=N/NC(=O)CCC(=O)Nc2ccccc2)cc1OC,0,0.0,13,8,5,-1,-3,-0.1,5
CCOC(=O)[C@@H]1[C@H]2COc3cc(OC)ccc3[C@H]2N2C(=O)N(c3cccc(C)c3)C(=O)[C@]12C,0,nt,nt,2,23,nt,nt,-0.3,nt
CC(=O)c1cc(-c2ccc(F)cc2)n(CCC(=O)Nc2cccc(C)n2)c1C,0,0.5,2,3,-2,1,-2,0.0,2
OC(COc1ccc(CNCCc2ccc(C(F)(F)F)cc2)cc1)CN1CCCCC1 (stereo not drawn),0,-1.4,7,4,13,2,2,0.0,7
COc1cc(OC)cc(C(=O)NCC(=O)Nc2ccc(-c3ccccc3)cc2)c1,1,-0.8,3,3,11,-20,-31,0.1,1
CC(C)(C)OC(=O)NC(CNCc1ccccc1)Cc1ccccc1 (stereo not drawn),0,1.9,-1,-3,1,2,-6,0.1,2
O=C(COc1ccc2ccc(=O)oc2c1)NCCCn1ccnc1,0,1.1,1,3,24,-2,-2,0.1,2

Two entries picked at random from those above:
compound,GRK2 inh,MEX-5 binding,MCL1-BIM inh,GLD-1 TGE inh,VLA-4 inh,Fam108B counter,PME-1 inh,Efflux pump mplx,BCLXL inh
COc1ccccc1C(=O)N1CCN(S(=O)(=O)Cc2ccccc2)CC1,0,1.2,2,10,-4,-1,-3,0.0,4
OC(COc1ccc(CNCCc2ccc(C(F)(F)F)cc2)cc1)CN1CCCCC1 (stereo not drawn),0,-1.4,7,4,13,2,2,0.0,7

(continued)
compound,GRK2 inh,MEX-5 binding,MCL1-BIM inh,GLD-1 TGE inh,VLA-4 inh,Fam108B counter,PME-1 inh,Efflux pump mplx,BCLXL inh
CN(C)S(=O)(=O)N(CC(=O)N(Cc1ccccc1)Cc1ccccc1)c1ccccc1,0,-1.5,16,5,2,1,9,0.1,7
O=C(CSc1nc(C(F)(F)F)cc(=O)[nH]1)NCC1CCCO1 (stereo not drawn),0,0.5,-1,0,2,-1,4,-0.2,2
C(=C\CSc1nnnn1-c1ccccc1)/CSc1nnnn1-c1ccccc1,2,0.7,4,6,10,1,3,0.2,4
CC(=O)Nc1cccc(Oc2ccc(-c3noc(C)n3)cc2)c1,1,0.8,1,2,-18,0,-4,0.1,8
NC(=O)C(c1ccccc1)C1CCCC1 (stereo not drawn),3,0.2,-4,-2,1,3,1,0.0,3
COc1ccc(OC)c(CNC(=O)C2CCCN(S(=O)(=O)N3CC(C)CC(C)C3)C2)c1 (stereo not drawn),0,0.2,3,0,13,-2,2,-0.2,-2
O=c1c2ccccc2nc(SCc2nc3ccccc3s2)n1Cc1ccco1,2,0.1,1,1,6,-7,-12,-0.2,0
CCCc1cc(=O)n2nc(N3CCC(C(=O)Nc4cccc(C(C)=O)c4)CC3)sc2n1,2,2.1,-4,-3,24,-1,3,0.4,-1
Cc1ccc(Cn2c(SCC(N)=O)nc3c2c(=O)n(C)c(=O)n3C)cc1,4,0.9,-3,-1,-10,2,5,0.1,2
O=C(Cc1ccccc1[N+](=O)[O-])Nc1ccc2c(c1)OCCO2,3,-0.7,4,3,11,2,1,0.0,3
CN1CCN(C(=S)c2ccc(OCC(=O)Nc3cccc(C(F)(F)F)c3)cc2)CC1,3,-0.5,2,6,5,-2,-5,0.0,1
CC(C)NC(=O)NC(=O)CSc1nncs1,0,2.3,5,-6,8,2,2,-0.1,5
COc1ccc(OCC(O)CNC(=O)Nc2ccc(F)cc2)cc1 (stereo not drawn),2,1.8,5,1,13,-4,6,0.0,3
COc1ccc2[nH]c(=O)c(CN(CC3CCCO3)C(=S)Nc3cccc(C)c3)cc2c1 (stereo not drawn),0,-2.9,4,5,-15,2,1,0.1,2
Cc1cc(C)n(-c2ccc(C(=O)NCc3ccc4c(c3)OCO4)cc2)n1,2,2.3,3,-6,-89,6,0,0.1,4
C=CCn1c(N)c(C(=O)Nc2ccccc2OC)sc1=S,0,-0.3,1,-3,-3,4,9,-0.1,1
CCOc1cc(CNc2ncnc3nc[nH]c23)ccc1OC,0,3.1,0,3,-18,1,-6,0.0,5
Cc1ccc(C(=O)N/N=C\c2ccc([N+](=O)[O-])o2)cn1,31,0.5,25,9,3,6,3,0.0,17
NC(=O)NCCCC(=O)NCC(c1ccccc1Cl)c1c[nH]c2ccccc12 (stereo not drawn),7,1.0,6,4,4,2,1,0.0,10
CC(=O)C[C@H]1c2ccccc2S(=O)(=O)N1c1ccccc1,3,-2.8,3,1,11,-2,-4,0.1,5
CCNC(=O)C/C(C)=N/NC(=O)C1CCCCC1,2,1.2,11,2,-5,6,9,0.3,0
CC(C)(C)c1ccc(C(=O)COC(=O)CN2C(=O)NC3(CCCC3)C2=O)cc1,0,-0.8,3,11,17,4,5,-0.1,4
COc1ccc(N2C(=O)N3[C@H](c4ccc(Cl)cc4)[C@@H]4C(=O)N(C5CCCCC5)C(=O)[C@@H]4[C@]3(C)C2=O)cc1,0,0.4,4,7,0,-1,-8,0.1,1
COc1ccc(/C=N/NC(=O)Cc2ccc(Cl)cc2)cc1OC,0,0.9,10,0,-5,-4,0,0.1,0
CCn1cc(C(C)(C)C)c(C#N)c1NC(C)=O,0,-5.8,2,1,14,4,-2,-0.1,5
N#C/C(=N\Nc1cccc(C(F)(F)F)c1)C(=O)c1ccsc1,3,1.4,4,5,-5,10,16,-0.1,9
Cc1ccc2c(c1)C1CN(C)CCC1N2S(=O)(=O)c1ccc(Oc2ccc([N+](=O)[O-])cc2)cc1 (stereo not drawn),0,nt,0,3,4,-3,-1,0.0,1

This is a subset; rates above refer to the full screens.
